Compound activity: PubChem BioAssay, NMMLSC
Bim-Bcl-B: inhibitors of Bim-Bcl-B interaction, human. 190,000 compounds, 0.073% hits. bead-based flow cytometry, Bim peptide-Bcl-B binding. inhibition, % at 10 µM;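 further: 0% = tracer peptide without compound and 100% = reference inhibitor peptide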
Target sequence (Q9HD36 whole entry, looked up): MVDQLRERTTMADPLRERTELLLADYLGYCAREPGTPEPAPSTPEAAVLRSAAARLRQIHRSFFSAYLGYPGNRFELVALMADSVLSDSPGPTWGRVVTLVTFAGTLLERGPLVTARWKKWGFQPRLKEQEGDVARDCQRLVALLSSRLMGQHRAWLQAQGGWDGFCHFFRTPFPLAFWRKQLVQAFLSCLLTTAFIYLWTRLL
Rac1 wt modul: modulators of human Rac1 wildtype GTP binding. P63000. GST-Rac1 beads, fluorescent GTP binding, flow cytometry; actives lie on both sides; 0 = cold GTP competed, 100 = untreated. GTP binding activity (% of control), % at 10 µM. 190,000 compounds, 0.27% hits;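 active means GTP binding activity at least 20 points away from the 100% control level, either lower or higher; inconclusive means compound flagged as likely green fluorescent, judged across all proteins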
Rab7 wt GTP bind: modulators of GTP binding to dog Rab7 wildtype GTPase; AID 758; GTP binding activity (percent of control), % at 10 µM; 190,000 compounds, 0.055% hits; GST-Rab7 beads, fluorescent GTP binding, flow cytometry; actives lie on both sides; untreated = 100%, excess cold GTP = 0%;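 active means fluorescent GTP binding to Rab7 beads changed by at least 20 points from the 100% baseline, either direction, mostly lower; inconclusive means compound itself probably fluorescent, or too few beads counted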;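 further: median green fluorescence of bound Bodipy-FL-GTP per Rab7 bead population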
Bfl-1 Bim block: inhibitors of Bim-Bfl-1 interaction, human | Bead-based flow cytometry, Bim-Bfl-1 binding inhibition | inhibition, % at 10 µM | 190,000 compounds, 0.12% hits;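 further: 0% = wells without compound plus tracer and 100% = blocker peptide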
Cdc42 wt: changes GTP binding to wildtype human Cdc42 | GST-Cdc42 beads, Bodipy-GTP binding, flow cytometry; actives lie on both sides | percent activity (GTP binding), % at 10 µM | AID 761 | 190,000 compounds, 0.2% hits | P60953;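 active means percent activity GTP binding at least 20 points away from the 100% baseline, either down as inhibitor or up as activator; inconclusive means compound flagged as likely green fluorescent from well-wide comparison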;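 further: median bead fluorescence of bound Bodipy-FL-GTP at 100 nM; 0% = excess unlabeled GTP control and 100% = no compound control; below 100% means less GTP binding so inhibitor and above means activator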
Bim-Bcl-2: inhibitors of Bim-Bcl-2 interaction, human | P10415 | Bead-based flow cytometry, Bim peptide-Bcl-2 binding | inhibition, % at 10 µM | 190,000 compounds, 0.06% hits; in the data active means inhibition above about 40%; inconclusive means no clear call, values can overlap the other calls;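 further: 0% = no compound wells with probe peptide and 100% = reference peptide inhibitor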
Target sequence (P10415 whole entry, looked up): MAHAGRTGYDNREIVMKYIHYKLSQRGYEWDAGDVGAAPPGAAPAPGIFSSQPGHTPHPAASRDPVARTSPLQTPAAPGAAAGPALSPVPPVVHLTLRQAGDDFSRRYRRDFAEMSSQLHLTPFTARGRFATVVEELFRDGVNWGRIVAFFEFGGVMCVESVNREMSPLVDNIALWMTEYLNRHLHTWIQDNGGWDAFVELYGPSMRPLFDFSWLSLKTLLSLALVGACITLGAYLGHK
Bcl-XL Bim block: disrupts Bim peptide binding to human Bcl-XL. AID 1007. inhibition, % at 10 µM. 190,000 compounds, 0.04% hits. bead flow cytometry, fluorescence
Target sequence (Q07817 whole entry, looked up): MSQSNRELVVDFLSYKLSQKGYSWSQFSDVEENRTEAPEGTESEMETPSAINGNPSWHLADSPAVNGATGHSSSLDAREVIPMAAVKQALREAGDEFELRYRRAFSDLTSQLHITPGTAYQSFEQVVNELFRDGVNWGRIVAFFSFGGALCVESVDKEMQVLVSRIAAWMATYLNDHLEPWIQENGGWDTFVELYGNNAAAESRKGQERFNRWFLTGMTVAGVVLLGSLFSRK
Rab2A wt mod: changes GTP binding to wildtype dog Rab2A, up or down | P61105 | GST-Rab2 wt beads, Bodipy-GTP binding, flow cytometry | GTP binding activity, % at 10 µM | 190,000 compounds, 0.19% hits;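 active means GTP binding activity at least 20 points away from 100%, either lowered or raised; inconclusive means signal likely due to the compound's own green fluorescence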;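 further: 0% = beads with excess unlabeled GTP and 100% = no-compound control corrected for plate trend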
Rac1 act GTP bind: alters GTP binding to activated mutant human Rac1; P63000; GST-Rac1 activated beads, fluorescent GTP binding, flow cytometry; actives lie on both sides; 100% means binding = to untreated wells; percent activity (GTP binding), % at 10 µM; 190,000 compounds, 0.11% hits; AID 764;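 active means GTP binding at least 20 percentage points away from the 100% baseline, in either direction, so actives lie on both sides; inconclusive means Compound likely fluorescent itself, or too few beads counted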
Bim-Bcl-W: human Bim-Bcl-W interaction inhibition | Q92843 | bead-based flow cytometry, Bim peptide-Bcl-W binding | inhibition, % at 10 µM | 190,000 compounds, 0.02% hits | AID 952;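 further: 0% = bound tracer without compound and 100% = peptide blocker; higher means less fluorescent Bim peptide bound to Bcl-W beads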
HRas wt GTP: modulators of GTP binding to human HRas wildtype; GTP binding activity, % at 10 µM; GST-Ras wt beads, Bodipy-FL-GTP binding, flow cytometry; actives lie on both sides; 190,000 compounds, 0.14% hits;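 active means GTP binding activity at least 20% away from the 100% baseline, either lowered as inhibitor or raised as activator; inconclusive means flagged as likely green fluorescent, judged across all proteins in the well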;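 further: 0% = unlabeled GTP competition control and 100% = no-compound control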
Target sequence (P01112 whole entry, looked up): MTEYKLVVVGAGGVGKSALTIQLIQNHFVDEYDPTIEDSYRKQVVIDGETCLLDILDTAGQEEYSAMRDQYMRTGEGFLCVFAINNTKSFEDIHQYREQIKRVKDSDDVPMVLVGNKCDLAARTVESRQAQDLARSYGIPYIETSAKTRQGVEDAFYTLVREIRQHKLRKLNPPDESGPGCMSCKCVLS
Active calls of the source: *; ? = inconclusive. Unless noted, no stated cut-off is given here; in the data, active means inhibition above about 40%.

SMILES,Bim-Bcl-B,Rac1 wt modul,Rab7 wt GTP bind,Bfl-1 Bim block,Cdc42 wt,Bim-Bcl-2,Bcl-XL Bim block,Rab2A wt mod,Rac1 act GTP bind,Bim-Bcl-W,HRas wt GTP
CC(=O)c1cccc(NC(=O)CC2S/C(=N/N=C/c3ccccc3)NC2=O)c1 (stereo not given),-3,94,105,-5,98,0,-3,93,94,-2,95
O=C(CNC(=O)Cn1ccc2ccccc2c1=O)NCCCN1CCCCCC1,-6,96,94,-9,98,-5,-14,95,94,-1,98
Cc1ccc(NC(=O)CC2S/C(=N/N=C3/NC(=O)CS3)NC2=O)cc1 (stereo not given),0,96,99,-7,99,0,-1,99,94,-3,96
C=CCC(C(=O)OC)(C(=O)OC)c1ccccc1[N+](=O)[O-],-1,103,103,-8,98,-2,-3,99,98,1,101
CCOc1ccc(-n2nc3ccc(NC(=O)c4ccc5c(c4)OCCO5)cc3n2)cc1,-7,111,103,2,103,-1,0,103,100,0,104
CCOC(=O)c1ccc(COC(=O)CNC(=O)CNC(=O)c2ccc(OC)cc2)o1,-9,102,102,-15,102,-8,-15,101,99,-6,100
COc1ccc(-n2nnnc2SCC(=O)Nc2nnn(C)n2)cc1,-6,111,103,-12,102,-9,-2,101,102,0,102
O=[N+]([O-])c1cccc(C2Nc3cccc4cccc(c34)N2)c1,-4,104,102,-14,101,-5,-7,99,98,-5,101
O=C1c2ccccc2C(Nc2ccc(F)cc2F)N1CCN1CCOCC1 (stereo not given),-5,101,99,-6,101,-8,-2,102,98,0,100
CC(=O)OCC1OC(c2ccccc2)C(OC(C)=O)C(OC(C)=O)C1OC(C)=O (stereo not given),-4,105,95,-11,98,-7,-7,97,97,4,99

Quoted from the entries so far, three compounds:
SMILES,Bim-Bcl-B,Rac1 wt modul,Rab7 wt GTP bind,Bfl-1 Bim block,Cdc42 wt,Bim-Bcl-2,Bcl-XL Bim block,Rab2A wt mod,Rac1 act GTP bind,Bim-Bcl-W,HRas wt GTP
O=[N+]([O-])c1cccc(C2Nc3cccc4cccc(c34)N2)c1,-4,104,102,-14,101,-5,-7,99,98,-5,101
O=C1c2ccccc2C(Nc2ccc(F)cc2F)N1CCN1CCOCC1 (stereo not given),-5,101,99,-6,101,-8,-2,102,98,0,100
CC(=O)OCC1OC(c2ccccc2)C(OC(C)=O)C(OC(C)=O)C1OC(C)=O (stereo not given),-4,105,95,-11,98,-7,-7,97,97,4,99

(more compounds)
SMILES,Bim-Bcl-B,Rac1 wt modul,Rab7 wt GTP bind,Bfl-1 Bim block,Cdc42 wt,Bim-Bcl-2,Bcl-XL Bim block,Rab2A wt mod,Rac1 act GTP bind,Bim-Bcl-W,HRas wt GTP
Cc1nc(NC(=O)c2cccc(Cl)c2)sc1-c1csc(Nc2cccc(Cl)c2)n1,0,104,95,0,104,-2,2,105,103,-1,101
N#CCSc1nc2ccccc2c(=O)n1CCCC(=O)NCc1ccco1,-3,104,108,-1,101,-3,-3,103,98,0,101
COC(=O)C1=C(C)N(Cc2ccc(OC)c(OC)c2)C(=O)C1,-1,96,93,-1,98,-4,0,94,94,-3,96
Cc1ccc2cc(/C=N/NC(=O)c3ccc(F)cc3)c(Cl)nc2c1,-1,98,94,-3,93,-4,-1,93,95,-1,97
O=C(Nc1cccc2ccccc12)N1CCN(c2ccc(F)cc2)CC1,-2,98,100,0,101,-1,-4,100,98,0,102
CN(C)CCCn1c(NCc2ccc3c(c2)OCO3)nc2ccccc21,-7,103,103,-8,100,-9,-9,102,98,-2,102
COc1cc(C(=O)N2CCN(C(=O)c3ccco3)CC2)c([N+](=O)[O-])cc1OC,-7,101,104,-9,96,-4,-2,97,97,-3,99
CC(O)Cc1cn([C@@H](CCCCNC(=O)OC(C)(C)C)C(=O)N2CCN(C(=O)OC(C)(C)C)CC2)nn1 (stereo not given in full),-5,102,97,-2,101,-1,0,98,96,-1,99
COc1ccc(N2CCN(Cc3nnnn3C3CCCCC3)CC2)cc1,0,98,95,0,95,1,-2,93,95,2,94
Cn1c(CCNC(=O)C(C)(C)C)nc2ccccc21,-7,107,103,-8,104,-7,-1,102,100,4,101

Following part
SMILES,Bim-Bcl-B,Rac1 wt modul,Rab7 wt GTP bind,Bfl-1 Bim block,Cdc42 wt,Bim-Bcl-2,Bcl-XL Bim block,Rab2A wt mod,Rac1 act GTP bind,Bim-Bcl-W,HRas wt GTP
CC(C)N1C(=O)CCC1C(=O)O (stereo not given),-4,109,102,-5,104,-2,-8,104,99,-2,101
COc1ccc(C(c2nnnn2C(C)(C)C)N2CCN(c3nc4ccccc4s3)CC2)cc1 (stereo not given),-7,101,93,-19,96,-10,-4,99,94,-1,97
CSc1ncc(CN2CCN(CC=C(C)C)C(CCO)C2)cn1 (stereo not given),-2,97,104,-7,100,-1,-3,100,95,-3,99
O=C(COC(=O)CCC(=O)c1cccs1)Nc1ncc(Cl)cc1Cl,-7,100,100,-2,104,-5,-5,99,97,-3,99
COc1ccc(OC)c(NC(=O)CSc2nnnn2-c2ccccc2F)c1,-1,100,99,1,102,2,-1,101,100,0,101
Cc1ccc(-c2nn(-c3ccccc3)cc2C(N)=O)o1,-4,95,102,-3,97,0,-2,98,94,2,97
COc1cc(S(=O)(=O)NCc2ccccc2)ccc1F,-9,100,97,-20,99,-10,-10,98,99,-3,98
Cn1c(SCC#N)nnc1-c1ccc2c(c1)OCO2,0,104,99,-2,103,3,-3,99,98,-1,100
Cc1ccc(-c2nn(C)c(=O)c3ccccc23)cc1CNC(=O)/C=C/c1ccccc1,-9,97,93,0,96,0,-2,96,95,0,95
O=C(NC(=S)N(CC1CCC1)CC1CCCO1)c1cccc([N+](=O)[O-])c1 (stereo not given),-3,99,99,-2,98,0,-1,97,93,-1,96

An excerpt from above in order of the HRas wt GTP value, ascending.
SMILES,Bim-Bcl-B,Rac1 wt modul,Rab7 wt GTP bind,Bfl-1 Bim block,Cdc42 wt,Bim-Bcl-2,Bcl-XL Bim block,Rab2A wt mod,Rac1 act GTP bind,Bim-Bcl-W,HRas wt GTP
O=C(NC(=S)N(CC1CCC1)CC1CCCO1)c1cccc([N+](=O)[O-])c1 (stereo not given),-3,99,99,-2,98,0,-1,97,93,-1,96
COc1ccc(C(c2nnnn2C(C)(C)C)N2CCN(c3nc4ccccc4s3)CC2)cc1 (stereo not given),-7,101,93,-19,96,-10,-4,99,94,-1,97
COc1cc(S(=O)(=O)NCc2ccccc2)ccc1F,-9,100,97,-20,99,-10,-10,98,99,-3,98

(continued)
SMILES,Bim-Bcl-B,Rac1 wt modul,Rab7 wt GTP bind,Bfl-1 Bim block,Cdc42 wt,Bim-Bcl-2,Bcl-XL Bim block,Rab2A wt mod,Rac1 act GTP bind,Bim-Bcl-W,HRas wt GTP
COCCCn1nnnc1SCC(=O)N1CCN(C(=O)c2ccco2)CC1,-1,100,101,-3,99,0,0,99,96,-1,99
CCOc1ccccc1NC(=O)C(NCCN(C)C)c1ccccc1 (stereo not given),0,102,98,0,102,2,3,97,98,2,99
O=C(O)C1CCC(=O)N1Cc1ccc(F)cc1 (stereo not given),-9,92,95,-16,95,-10,-4,93,92,-2,94
Cc1c(N=C/C=C/c2ccccc2)cnn1C,4,100,96,3,96,5,-16,99,96,4,98
Cc1cc(C)n(-c2nc3ccccc3[nH]c2=O)n1,-6,108,100,-17,107,-10,-8,99,102,0,103
CO/N=C/NC(=O)c1c(OC)ccnc1Oc1ccc(Cl)cc1,-4,106,101,-1,106,-2,-4,108,101,-4,107
CC(C)N1CCN(Cc2cn[nH]c2C2CCCCC2)CC1CCO (stereo not given),-2,99,104,-8,96,-2,-5,98,101,-3,98
CCOC(=O)C1(S(=O)(=O)c2ccccc2)CCN(Cc2ccc(Cl)cc2)CC1,1,105,101,0,101,0,3,102,99,2,98
COc1ccc(NC(=O)c2cc(C)cc(C)c2)cc1[N+](=O)[O-],0,90,100,-2,91,-2,-2,95,92,-3,92
Cc1ccc(C(=O)NNC(=O)C2CCN(c3nc(C)cc(C)n3)CC2)cc1,-7,107,98,-9,105,-11,-1,103,102,1,103

Further compounds.
SMILES,Bim-Bcl-B,Rac1 wt modul,Rab7 wt GTP bind,Bfl-1 Bim block,Cdc42 wt,Bim-Bcl-2,Bcl-XL Bim block,Rab2A wt mod,Rac1 act GTP bind,Bim-Bcl-W,HRas wt GTP
N#C/C(C(=O)c1ccccc1)=C1/CCCN1,-9,104,100,-17,106,-10,-11,102,101,-3,102
O=C(COc1ccccc1/C=C\c1nc(O)c([N+](=O)[O-])c(=O)[nH]1)Nc1ccccc1,-1,93,96,-5,91,0,-3,91,92,-4,90
CCCc1nc2oc3c(NCCN(C)C)ncnc3c2c2c1CCCC2,-6,98,96,0,101,-4,-5,95,97,-8,97
Cn1c(COc2ccccc2)nnc1SCC(=O)NCc1ccccc1,-11,103,100,-12,99,-10,-9,101,97,-1,100
Cc1nc2ccccc2c(=O)n1/N=C/c1c(O)ccc2ccccc12,-3,95,101,-8,93,0,-3,93,90,-4,97
CCOc1ccc(Br)cc1/C=N/NC(=O)c1ccncc1,-5,101,99,-12,100,-7,-18,101,98,-3,100
COC(=O)C1(c2ccccc2)NC(c2cccs2)C2C(=O)N(C)C(=O)C21 (stereo not given),-11,101,98,-11,100,-7,-7,99,99,-2,101
CCOC(=O)C1(Cc2cccc(F)c2)CCN(Cc2nc(CC)[nH]c2C)CC1,3,?,?,-4,?,-5,-7,?,?,-3,?
COc1ccc(NS(=O)(=O)c2ccc(NC(=O)c3ccc(N(C)S(C)(=O)=O)cc3)cc2)cc1,-7,99,101,-3,97,2,-14,99,98,-8,100
O=C(OCC(=O)c1ccccc1Br)c1ccncc1,-9,94,94,-7,92,-6,-2,94,95,-1,94

Going on with the list:
SMILES,Bim-Bcl-B,Rac1 wt modul,Rab7 wt GTP bind,Bfl-1 Bim block,Cdc42 wt,Bim-Bcl-2,Bcl-XL Bim block,Rab2A wt mod,Rac1 act GTP bind,Bim-Bcl-W,HRas wt GTP
CCCc1ccc(/C=C2\C(=O)c3ccccc3C(O)=C2C(=O)OCC)cc1,-9,106,99,12,100,-1,-6,99,98,2,101
Cc1noc(C)c1S(=O)(=O)N1CCCC(C(=O)Nc2nccs2)C1 (stereo not given),-7,105,101,-11,105,-7,-5,102,102,-1,102
O=C(NC(=S)NCCc1ccc(Cl)cc1)c1ccco1,-4,103,100,0,97,-1,-2,99,98,-1,99
O=C(Nc1cccc(C(F)(F)F)c1)N1CCN(C(=O)Nc2cccc(C(F)(F)F)c2)CC1,-2,104,105,3,105,0,2,106,101,0,106
